Compound activity from PubChem BioAssay.
All columns: NCI-60 one-dose screen, growth in % after 48 h at 10 µM unless noted; 100 = growth as untreated, 0 = no growth, -100 = all killed.
HS 578T: HS 578T breast cancer. 4.1% of 78,000 active. AID 1794788
MALME-3M: MALME-3M melanoma; 5.8% of 78,000 active
LOX IMVI: LOX IMVI melanoma; AID 1794757; 7.4% of 79,000 active
UACC-257: UACC-257 melanoma. AID 1794764. 4.4% of 78,000 active
BT-549: BT-549 breast cancer; 4.4% of 78,000 active; AID 1794793
SK-MEL-2: SK-MEL-2 melanoma | AID 1794763 | 4.7% of 77,000 active
T-47D: T-47D breast cancer | AID 1794792 | 5% of 79,000 active
UACC-62: UACC-62 melanoma | 5.4% of 81,000 active | AID 1794756
* marks the source's active call; other numbers are inactive results; / = not tested or not shown. Rule for the calls: active = growth percent below 10; inactive = the rest. No enrichment for hits; 11% or so of the library scored in one or more.

SMILES	HS 578T	MALME-3M	LOX IMVI	UACC-257	BT-549	SK-MEL-2	T-47D	UACC-62
CCC/C=C(\C)C(C#N)CC (configuration not stated)	103	105	101	91	109	108	98	104
CCOC(=O)c1c(C)oc2ncnc(N3CCN(CC(=O)Nc4ccc(C)cc4)CC3)c12	87	112	95	110	103	96	78	87
COc1ccc(Nc2cc(=O)[nH]c(N)n2)cc1	104	104	106	109	115	111	97	96
Cc1ccc(-n2nc(C(=O)NCCCCC(=O)O)nc2-c2ccccc2)cc1	106	103	112	103	94	104	113	108
Cc1cc(N(C)C)cc(C)c1N=Nc1cc[n+]([O-])cc1	111	122	104	110	104	105	98	106
CCNC(=O)Oc1ccc(/C(=C(/C)c2ccc(Cl)cc2)c2ccc(OCCN3CCCCCC3)cc2)cc1	-3.1*	-58*	-88*	-20*	77	64	11	2.7*
COc1ccc2nc(C)cc(Nc3cccc(O)c3)c2c1	100	129	98	118	93	96	84	95
c1ccc(CCCc2ccnc3ccccc23)nc1	105	106	94	93	105	112	77	82
CC(Nc1ncnc2ccc(-c3cnc(N)nc3)cc12)c1ccccc1 (configuration not stated)	6.0*	29	24	77	20	61	12	29
CCCCC(c1ccccc1)c1ccccn1 (configuration not stated)	117	100	100	/	89	117	105	89
c1ccc2c(c1)ncn2-c1ccnc(NCCc2ccncc2)n1	90	120	72	112	90	97	59	83
Cc1ccc(S(=O)(=O)N(CCC(=O)O)c2ccccc2)cc1	121	142	97	102	93	109	100	104
CCCn1c(O)c(N=Nc2nc(-c3cc4ccccc4oc3=O)cs2)c2ccccc21	34	103	85	101	68	80	83	67
CC(C)C(C(=O)O)N1C(=O)/C(=C/c2ccc3c(c2)CCCN3C)SC1=S (configuration not stated)	102	95	99	95	97	102	97	99
O=[N+]([O-])c1ccc2[nH]c(=S)n(/C=C(/c3ccc(Cl)cc3Cl)S(=O)(=O)Cc3ccc(Cl)cc3Cl)c2c1	106	/	99	87	94	102	90	101
CNC(=O)c1c(NC(=O)c2ccc(C(C)(C)C)cc2)sc2cc(O)ccc12	82	63	37	94	79	105	51	63
O=C(c1ccc2nc(NS(=O)(=O)c3ccc4ccccc4c3)sc2c1)N1CCN(c2ccco2)CC1	94	99	96	101	102	92	89	92
COc1cccc(-n2cc(C#N)c(N)c2C(=O)c2ccc(C#N)cc2)c1	111	109	100	101	109	114	99	90
COc1ccc(C2Nc3nc(SC)[nH]c(=O)c3N=C3c4ccccc4C(=O)C32)cc1 (configuration not stated)	87	83	85	107	89	87	90	75
CCc1c(C(=O)N[C@@H](CO)Cc2ccc(Cl)cc2)[nH]c2ccc(Cl)cc12	86	82	73	80	99	85	43	51
O=C1C(c2c[nH]c3ccccc23)=C(c2coc3ccc(F)cc23)C(=O)N1O	86	100	60	91	96	91	68	88
COc1ccc(-c2nc(SCC(C)C)[nH]c(=O)c2C#N)cc1	102	99	78	89	/	107	83	91
COc1ccc(C2=NN3C(C2)c2ccccc2OC32CCN(C)CC2)cc1 (configuration not stated)	90	106	97	113	90	101	94	95
CC1=NN(c2ccc(S(=O)(=O)O)cc2)/C(=N/NC(N)=S)C1	112	101	87	99	103	123	100	92
CN(C)c1nc(NCCNS(=O)(=O)c2ccc(C(=O)/C=C/c3ccccc3)cc2)nc(N2CCOCC2)n1	76	99	-63*	79	94	98	73	73
CC(=S)NC(=O)C(=O)/C=C1/NC(=O)C(=O)S1	107	107	100	108	106	103	107	100
COC(=O)CC1=CCC(n2cc(F)c(-n3cncn3)nc2=O)O1 (configuration not stated)	94	99	102	114	106	98	98	87
CC(=O)NC(=O)C(OC(C)=O)C(OC(C)=O)C(OC(C)=O)C(OC(C)=O)C(OC(C)=O)C(COC(C)=O)OC(C)=O (configuration not stated)	103	83	102	106	99	113	/	96
CCc1ccc(SC2c3cc(OC)ccc3Oc3nc(N)c(C#N)c(N)c32)cc1 (configuration not stated)	-41*	-55*	-62*	-9.4*	-68*	-89*	-52*	-81*
CC(=O)N1N=C(c2ccccc2)CC1c1[nH]c(C)c(C(=O)NCC(F)(F)F)c1C (configuration not stated)	103	103	100	105	120	115	107	95
CCOC(=O)C1=C(C)n2nc3n(-c4ccccc4)c(=O)/c(=C\c4ccc(OC)cc4)n3c2=NN1	115	96	96	110	103	99	/	94
Cc1ccccc1C1OC2=C(Nc3ccccc3N2)C1=O (configuration not stated)	102	115	95	100	130	103	99	82
OC(c1ccccc1)C(Nc1ccccn1)c1ccccc1 (configuration not stated)	105	102	95	111	108	111	97	101
CCOC(=O)NNC(=S)Nc1sc2c(c1C(=O)OCC)CCN(C(=O)OCC)C2	91	99	92	102	93	103	99	107
Cc1ccc(N=Nc2c(N)n[nH]c2N)cc1	106	/	107	114	91	104	95	110
O=S(=O)(c1ccc(NC(=S)NCc2ccncc2)cc1)N1CCCCC1	90	97	83	81	102	91	85	85
COc1cc(-c2nc3ccc(F)cc3s2)ccc1NC(=O)/C=C/c1cc(OC)c(OC)c(OC)c1	84	/	87	110	75	123	104	97
O=C(/C=C/c1cc2ccccc2[nH]c1=O)/C=C/c1cc2ccccc2[nH]c1=O	20	-25*	-65*	-32*	-45*	54	15	14
Cc1ccc(/C=C/[C@@H]2C[C@@H]2CCO)cc1	97	97	98	103	88	93	92	92
S=c1ncc2[nH]c(=S)[nH]c2[nH]1	/	112	105	111	105	106	102	107
COc1ccc2c(c1)C(=O)C1(CC2)OC1c1cccnc1 (configuration not stated)	99	112	112	110	90	112	101	100
Cc1cccc(C)c1N=C(Cc1nc2c(=O)[nH]c(=O)n(C)c2[nH]c1=O)c1ccccc1	99	96	97	99	102	99	107	97
N#Cc1c(NC(=O)NCc2ccccc2)sc2c1CCCCC2	9.9*	45	26	62	26	39	38	19
Nc1nccc(NCCSCc2ccccc2)n1	/	115	96	94	105	102	81	90
Clc1ccc(-c2csc(=Nc3ccccc3)n2-c2cccc(-n3c(-c4ccc(Cl)cc4)csc3=Nc3ccccc3)c2)cc1	90	93	49	108	115	110	91	89
COc1cccc(/C=N/N(C)c2c([N+](=O)[O-])cc(C(F)(F)F)cc2[N+](=O)[O-])c1O	118	99	89	/	120	94	97	82
CCC(C)NCc1ccccc1 (configuration not stated)	105	105	102	103	95	93	89	95
COc1ccc(Nc2nc(SC)nc(-c3cccc([N+](=O)[O-])c3)c2C#N)cc1	42	62	71	90	87	95	70	70
COc1ccc(-c2c(C#N)cnc(C)c2C)c(O)c1OC	102	100	95	98	100	112	94	102
COc1cc2ccc1NC(=O)N1CCN(CC1)C(=O)Nc1ccc(cc1OC)-c1ccc(c(OC)c1)NC(=O)N1CCN(CC1)C(=O)Nc1ccc-2cc1OC	100	98	97	97	/	102	96	103

Going on with the list.
SMILES	HS 578T	MALME-3M	LOX IMVI	UACC-257	BT-549	SK-MEL-2	T-47D	UACC-62
Cc1[nH]c2ccccc2c1C(C[N+](=O)[O-])c1ccccc1Cl (configuration not stated)	95	93	94	96	94	96	66	76
COC(=O)C(CC(Nc1ccccc1)c1ccc2ccccc2c1)[N+](=O)[O-] (configuration not stated)	100	98	79	114	102	94	90	88
CCOC(=O)/C=C(\CC(=O)OCC)n1c(=O)c2sc3ncccc3c2n2nnc(-c3ccccc3)c12	106	/	93	103	115	103	104	90
Nc1nc(Nc2ccccc2)c2ncn(Cc3ccc4c(c3)OCO4)c2n1	43	53	48	73	/	12	34	41
O=C1Nc2cc(Cl)ccc2/C1=C\c1ccc(OCC(=O)c2ccc(Br)cc2)cc1	78	87	54	73	56	70	45	58
CC(C)(C)NC(=O)Nc1nccnc1OCc1ccc(Cl)cc1	104	135	103	102	96	81	71	84
NCc1c(Cl)c(Cl)c(CN)c(Cl)c1Cl	101	108	97	104	94	113	96	97
O=C(O)c1ccc(Nc2ncnc3c2cnn3-c2cccc(F)c2)cc1	98	98	93	97	103	102	97	94
O=C(NCc1ccc(Cl)cc1Cl)Nc1cccs1	103	100	94	103	88	/	77	100
COc1ccccc1OCC(=O)Nc1nc2ccccc2[nH]1	112	106	101	93	95	91	97	96
CCc1cnc(=S)n(-c2ccccc2)c1	108	/	95	120	107	/	112	109
CC(O)C(=O)NCCc1ccccc1 (configuration not stated)	108	111	101	116	/	116	110	98
C=CCC(=O)N[C@@H](CO)Cc1ccc(-c2cc(Cl)cc(Cl)c2)cc1	102	77	97	113	100	113	88	90
Cc1cc(N)c(NCC(O)C(O)C(O)CO)cc1C (configuration not stated)	/	121	126	86	116	125	105	103
Cc1ccc2c(c1)c(Sc1ccc(C(=O)NO)cc1)c1n2CN(C)CC1	34	27	-33*	/	54	7.1*	23	-1.7*
CS(=O)(=O)c1nccc(-c2c(-c3cccc(OCc4ccc(Cl)c(C(F)(F)F)c4)c3)nc3sccn23)n1	41	88	-76*	67	101	107	-46*	88
COc1ccc2c(c1)c(-c1nc(-c3c[nH]c4ncccc34)cs1)cn2CCCN1CCCCC1	60	-71*	-76*	72	67	74	66	/
C=C1SC(=Nc2c(C)cc(C)cc2C)N(C(=O)c2sc3ccccc3c2Cl)C12CCCCC2	100	118	82	96	141	76	56	78
O=C(O)CCCn1c(SCc2c(Cl)cccc2Cl)nc2ccsc2c1=O	12	48	28	68	34	31	35	28
c1ccc2c(-c3nc(N4CCOCC4)c4c5c(sc4n3)CCCCCC5)cccc2c1	104	97	105	110	98	104	95	97
CCN1C(=O)N(CC)C2C1NC(=S)N2/N=C/C=C/c1cccs1 (configuration not stated)	16	46	27	63	24	64	66	24
COc1ccc2c(c1OC)C(=O)OC2	107	110	96	96	95	91	94	109
O=C1Nc2ccc(I)cc2C1=O	98	110	76	-28*	80	85	106	92
CC(=O)Nc1nc(C)c(CCC2OCCO2)c(=O)[nH]1	93	110	98	99	/	/	96	100
O=c1[nH][nH]c(Nc2ccccc2)c1N=Nc1ccc(O)cc1	69	93	75	113	/	84	53	71
O=C1Nc2ccccc2/C1=C/c1ccc(CO)n1-c1ccc(O)cc1	94	66	86	97	86	103	93	88
COc1cc(C2C(C#N)=C(N)Oc3cc(N)ccc32)cc(Br)c1OC (configuration not stated)	109	95	101	102	97	99	96	93
COc1ccc2[nH]c(O)c(N=Nc3nnc4n3N=C(c3ccccc3)CS4)c2c1	104	76	62	66	59	73	54	78
O=C1[C@H]2Cc3c([nH]c4ccccc34)[C@H](c3ccc(Br)cc3)N2C(=O)CN1C1CCN(Cc2c(Cl)cccc2Cl)CC1	93	86	/	89	130	82	73	91
CCn1c(=O)c2ncnnc2n(CC)c1=O	112	89	101	115	71	115	106	102
COc1ccc(CCNc2ncnc3c2ncn3[C@H]2CC3C(CO)C2C[C@@H]3Cl)cc1 (some centres not stated)	94	98	97	99	87	101	66	100
CN1Cc2c(c3ccccc3[nH]c2=O)C1=O	120	99	97	109	/	/	93	101
Cc1ccc(Nc2nc3c(s2)C2=CC[C@H]4[C@@H]5CC[C@H]([C@H](C)CCCC(C)C)[C@@]5(C)CC[C@@H]4[C@@]2(C)CC3)cc1	108	108	97	116	116	126	104	101
CSCCN1C(=O)C(=O)c2cc(F)ccc21	96	110	99	96	110	107	97	100
CC1(C)CC(=O)c2c(nn(-c3ccccc3)c2-c2cn(-c3ccccc3)nc2-c2ccc(N)cc2)C1	88	110	76	103	84	95	45	66
OCC1C(O)CON(c2ccccc2)C1c1ccccc1 (configuration not stated)	98	106	96	98	100	119	100	99
CCCN1CC(c2ccc(OC)c(OC)c2)=C(c2cn(C(=O)OCC)c3ccccc23)C1=O	48	52	50	90	59	53	37	18
CC/C(=C(/c1ccc(Cl)cc1)c1ccc(OCCN)cc1)c1ccc(Cl)cc1	93	86	91	89	112	/	80	90
CCC(C)C(C)O (configuration not stated)	99	129	104	98	115	124	102	103
COc1ccc(OC)c(-n2cc(C#N)c(N)c2C(=O)c2ccc(C)cc2)c1	97	/	93	95	114	102	78	91

By substructure: those above containing two or more sulfur atoms
SMILES	HS 578T	MALME-3M	LOX IMVI	UACC-257	BT-549	SK-MEL-2	T-47D	UACC-62
CC(C)C(C(=O)O)N1C(=O)/C(=C/c2ccc3c(c2)CCCN3C)SC1=S (configuration not stated)	102	95	99	95	97	102	97	99
O=[N+]([O-])c1ccc2[nH]c(=S)n(/C=C(/c3ccc(Cl)cc3Cl)S(=O)(=O)Cc3ccc(Cl)cc3Cl)c2c1	106	/	99	87	94	102	90	101
O=C(c1ccc2nc(NS(=O)(=O)c3ccc4ccccc4c3)sc2c1)N1CCN(c2ccco2)CC1	94	99	96	101	102	92	89	92
CC1=NN(c2ccc(S(=O)(=O)O)cc2)/C(=N/NC(N)=S)C1	112	101	87	99	103	123	100	92
CC(=S)NC(=O)C(=O)/C=C1/NC(=O)C(=O)S1	107	107	100	108	106	103	107	100
CCOC(=O)NNC(=S)Nc1sc2c(c1C(=O)OCC)CCN(C(=O)OCC)C2	91	99	92	102	93	103	99	107
O=S(=O)(c1ccc(NC(=S)NCc2ccncc2)cc1)N1CCCCC1	90	97	83	81	102	91	85	85
S=c1ncc2[nH]c(=S)[nH]c2[nH]1	/	112	105	111	105	106	102	107
Clc1ccc(-c2csc(=Nc3ccccc3)n2-c2cccc(-n3c(-c4ccc(Cl)cc4)csc3=Nc3ccccc3)c2)cc1	90	93	49	108	115	110	91	89
CS(=O)(=O)c1nccc(-c2c(-c3cccc(OCc4ccc(Cl)c(C(F)(F)F)c4)c3)nc3sccn23)n1	41	88	-76*	67	101	107	-46*	88
C=C1SC(=Nc2c(C)cc(C)cc2C)N(C(=O)c2sc3ccccc3c2Cl)C12CCCCC2	100	118	82	96	141	76	56	78
O=C(O)CCCn1c(SCc2c(Cl)cccc2Cl)nc2ccsc2c1=O	12	48	28	68	34	31	35	28
CCN1C(=O)N(CC)C2C1NC(=S)N2/N=C/C=C/c1cccs1 (configuration not stated)	16	46	27	63	24	64	66	24
